Screening data as filed in PubChem.
MCF10A rerep: DNA re-replication induction in MCF 10a cells; hit rate 2.9% among 350,000; Potency, µM (titrated, usually from 46.1 µM), inactives show at the top dose activity, positive = re-replication, hits mostly activators; AID 624296; MCF 10A DNA re-replication, Hoechst nuclear intensity, 48 h; note: potency is the fitted concentration of half-maximal effect; % of control where 0% means no effect; nearly all actives have a fitted effect of over 50% in size
HT1080NT lethal: kills 2HG-producing HT-1080-NT fibrosarcoma cells; HT-1080-NT fibrosarcoma viability, CellTiter-Glo ATP luminescence, 48 h; Potency, µM (titrated, usually from 46.1 µM), for inactives: at the highest dose activity, negative = less viability, hits mostly cytotoxic; hit rate 1.6% among 360,000;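 note: NT is the 2HG producing partner of a matched IDH1 knockdown line; potency is the fitted concentration of half-maximal effect; 0% = DMSO-treated cells and -100% = media-only wells without cells; nearly all actives have a fitted effect of over 55% in size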
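Read-out is CellTiter-Glo luminescence after 10 minutes at room temperature, following 48 hours' compound treatment of HT-1080-NT cells (750 cells/well, RPMI, 5% FBS, 37 degrees C).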
HT1080 IDH1KD tx: HT-1080 IDH1 knockdown cell toxicity (counter line) | HT-1080 IDH1 knockdown viability, ATP luminescence, 48 h | Potency, µM (top dose mostly 46.1 µM), for the others: top-dose activity, negative = toxicity, hits mostly cytotoxic | hit rate 2% among 360,000;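 note: potency is the fitted concentration of half-maximal effect; 0% = DMSO wells and -100% = cell-free medium wells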
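HT-1080-IDH1KD cells (IDH1 knocked down), 750/well in RPMI with 5% FBS, treated with compound 48 h at 37 degrees C. Viability by CellTiter-Glo luminescence, normalised to DMSO and no-cell wells; concentration-response curves classed.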
KB-V1 cytotox: kills drug-selected multidrug resistant KB-V1 cells; hit rate 3.4% among 400,000; Potency, µM (highest dose often 46.1 µM), without a hit: at the top dose activity change, negative = cytotoxicity, most hits filed as cytotoxic; KB-V1 MDR cells viability, CellTiter-Glo, 72 h; note: potency is the fitted concentration of half-maximal effect; % is set by controls: 0 for no effect and ±100 for the full control effect; nearly all actives have a fitted effect of over 60% in size
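Readout: CellTiter-Glo luminescence, 10 min after addition. Cells: KB-V1 MDR subline, 72 h at 37 degrees C with compound. Analysis: corrected, normalized data fitted to concentration-effect curves.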
SW480 rereplic: induces DNA re-replication in SW480 colon adenocarcinoma cells; SW480 DNA re-replication, Hoechst DNA content imaging, 48 h; Potency, µM (highest dose often 46.1 µM), inactives show at the top dose re-replication activation, hits mostly activators; hit rate 1.8% among 340,000; AID 624297; note: potency is the fitted concentration of half-maximal effect; % of control where 0% means no effect; nearly all actives have a fitted effect of over 55% in size
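Readout is total intensity of Hoechst-stained nuclei, excited at 405 nm and collected at 500-530 nm. Compound treatment lasted 48 hr at 37 C in 5% CO2 before staining.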
HEK293 tox: cytotoxic in the GLP-1 receptor inverse agonist counter-screen. HEK293 cAMP-luciferase reporter cells, luminescence, 24 h. hit rate 0.13% among 410,000. Potency, µM (highest dose often 38.3 µM), for inactives: at the top dose activity change, negative = inhibition, actives largely listed as inhibitors;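 note: loss of luciferase light is scored as toxicity; potency is the fitted concentration of half-maximal effect; % is set by controls: 0 for no effect and ±100 for the full control effect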
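Compound-treated cells are incubated 24 hr at 37 deg C under 5% CO2 after a 12 hour attachment period, then luciferase detection reagent is added and luminescence is measured following 12 min at room temperature; lowered signal indicates toxicity.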
IL-1B inflam inh: inflammasome signaling inhibition, IL-1 beta readout; THP-1 LPS/ATP IL-1B secretion, AlphaLISA, 16 h; active compounds read low; activity change, % at 57.5 µM; hit rate 4.7% among 360,000; in the data active = activity change below about -50%; inconclusive = mostly about -30% to -49%; note: % is set by controls: 0 for no effect and ±100 for the full control effect
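Secreted IL-1B measured by AlphaLISA bead assay after 16 h compound exposure of THP-1 cells; compounds (final up to 57.5 uM) added 1 h before LPS (250 ng/mL) and ATP (1.25 mM) stimulation; lower signal means less secretion.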
DRD3 agonist: agonists of human D3 dopamine receptor; P35462; D3R DiscoveRx beta-arrestin cells, luminescence, 90 min; max activation, %; AID 652048; hit rate 0.58% among 410,000; in the data active = max activation above about 30%; note: 0% is about no effect; mostly tested at two doses, the higher about 12 µM
Target sequence (P35462 whole entry, looked up): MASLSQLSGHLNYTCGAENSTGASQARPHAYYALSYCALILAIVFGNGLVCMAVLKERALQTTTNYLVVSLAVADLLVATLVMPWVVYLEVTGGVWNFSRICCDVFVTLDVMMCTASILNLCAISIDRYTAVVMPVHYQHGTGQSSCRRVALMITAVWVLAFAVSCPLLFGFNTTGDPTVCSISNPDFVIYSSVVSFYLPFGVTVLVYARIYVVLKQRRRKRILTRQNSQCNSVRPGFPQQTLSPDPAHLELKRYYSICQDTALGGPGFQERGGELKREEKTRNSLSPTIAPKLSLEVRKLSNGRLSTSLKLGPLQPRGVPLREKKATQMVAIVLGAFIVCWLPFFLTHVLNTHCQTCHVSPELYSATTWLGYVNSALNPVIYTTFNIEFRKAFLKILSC
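Cells at 1500/well, incubated overnight, then treated with pinned compounds (dopamine as control) for 90 min at 37 degrees C. DiscoveRx reagent added for 30 - 60 minutes at room temperature; luminescence read.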
KB-3-1 cytotox: kills parental KB-3-1 adenocarcinoma cells. KB-3-1 viability, CellTiter-Glo ATP luminescence, 72 h. hit rate 1.4% among 400,000. Potency, µM (highest dose often 46.1 µM), for inactives: at the highest dose activity change, negative = cytotoxic, most hits filed as cytotoxic; note: potency is the fitted concentration of half-maximal effect; % is set by controls: 0 for no effect and ±100 for the full control effect; nearly all actives have a fitted effect of over 60% in size
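Viability of parental KB-3-1 cells, measured by CellTiter-Glo luminescence, followed a 72 h incubation at 37 °C with pinned compounds in phenol-red-free DMEM containing 10% FBS.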
* = called active by the depositor; u = inconclusive; x = not tested or not shown; & = joins results of further samples; [ ] = remark or other dose. Unless noted, calls come from the whole dose curve; as a rule, active = well fitted curve in the direction sought with a large enough effect; inconclusive = small, poorly fitted or top-dose-only effect, or another doubt; inactive = no such curve, though single readings can be large; an effect the other way counts as inactive or inconclusive.

Every second line gives: MCF10A rerep	HT1080NT lethal	HT1080 IDH1KD tx	KB-V1 cytotox	SW480 rereplic	HEK293 tox	IL-1B inflam inh	DRD3 agonist	KB-3-1 cytotox
1	Cn1nnnc1SCC(=O)Nc1ccccc1-c1ccccc1
    2%	3%	9%	2%	-5%	10%	-11	1	2%
2	COc1ccc(NC(=O)CN(C)CC(=O)Nc2sc3c(c2C(N)=O)CCC3)cc1
    8%	-9%	-3%	u	0%	0%	6	-12	-1%
3	CNC(=S)NNC(=O)c1oc2nc(-c3ccccc3)cc(-c3ccco3)c2c1N
    21%	12%	1%	u	15µM*	5%	-18	-4	7%
4	O=C(CSc1nnc(NC2CCCCC2)s1)NCc1ccco1
    5%	-1%	-4%	u	0%	-4%	4	2	16%
5	CC1(C)Cc2c(sc3nc(C4CC4)n(N)c(=O)c23)CO1
    6%	5%	-5%	-2%	3%	-25%	-8	7	-3%
6	CC(=O)c1c(C)[nH]c(C(=O)NCc2ccccc2Cl)c1C
    2%	0%	-1%	23µM*	-11%	0%	57	-2	0%
7	COc1ccc(NC(=O)c2cc(S(=O)(=O)N3CCCCCC3)cn2C)cc1Cl
    x	x	x	11%	x	2%	x	1	7%
8	CC(C)CNC(=O)COC(=O)c1ccc([N+](=O)[O-])cc1Cl
    1%	11%	8%	1%	-2%	3%[1.53 µM]	37	4	18%
9	O=C(NCCOc1ccc(Cl)cc1)c1cccc(S(=O)(=O)N2CCCC2)c1
    u	-9%	-19%	-3%	2%	3%	-1	0	u
10	O=C(COc1ccc(Br)cc1Cl)c1ccc[nH]1
    1%	-19%	-22%	u	0%	4%	22	-2	-4%
11	NC(=O)c1cnccc1C=Cc1ccccc1
    -5%	-6%	-6%	15%	1%	-4%	-3	-7	30%
12	Cc1ccc(NC(=O)CCSc2nnnn2-c2ccc3c(c2)OCO3)cc1C
    1%	-16%	-11%	0%	2%	-5%	-11	-9	20%
13	CC1CCN(S(=O)(=O)c2nnc(NC(=O)c3cccc(Br)c3)s2)CC1
    x	x	x	-12%	x	-1%	x	-6	u
14	CN1CCN(C(=O)c2ccc(OCCOc3ccccc3)cc2)CC1
    11%	1%	2%	1%	-9%	3%	-2	-1	5%
15	CCOc1ccc(C(=O)c2cn(CC(=O)Nc3ccc4c(c3)OCCO4)c3ccc(OC)cc3c2=O)cc1
    x	x	x	3%	x	0%	x	1	-4%
16	CNc1cccccc1=S
    -184%[0.0737 µM]	0%	10%	0%	-4%	-18%	8	5	2%
17	CC(C)c1ccccc1OCCNC(=O)c1cccnc1
    2%	8%	-1%	3%	-9%	1%	2	5	0%
18	CC(=O)Nc1nonc1-c1nnc(SCC(=O)Nc2cc(Cl)ccc2C)n1C
    x	x	x	17%	x	1%	x	-10	-5%
19	O=C(Nc1nccs1)c1ccc2ccccc2c1
    u	-13%	-2%	2%	u	8%	-14	-1	0%
20	COc1ccccc1CCN=C(N)NS(=O)(=O)c1ccccc1
    -1%	-1%	-1%	u	-3%	2%	0	-11	12%
21	O=C(N/N=C/c1nn(-c2ccccc2)cc1-c1ccccc1)c1ccncc1
    -29%	12%	-9%	u	u	-30%	-12	0	u
22	Cc1cc(C=O)c(C)n1-c1sc2c(c1C(=O)O)CCCC2
    u	-4%	1%	-4%	1%	-4%	7	-1	3%
23	CCOc1ccccc1N1CC(C(=O)NCCc2ccc(S(N)(=O)=O)cc2)CC1=O (configuration not stated)
    -3%	0%	0%	0%	-6%	-17%	53	6	15%
24	COc1ccccc1NC(=O)c1cc(C2CC2)nc2c1c(C)nn2-c1ccc(C)cc1
    x	x	x	-10%	x	-5%	x	7	4%
25	CCOC(=O)c1c(S(=O)(=O)NCc2ccc(C)o2)c(C)n(C)c1C
    -5%	1%	10%	-24%	-19%	2%	10	-5	-20%
26	Cc1ccc2c(c1)C(c1ccc(F)cc1)N(C(=O)C(C)C)CC(=O)N2 (configuration not stated)
    x	x	x	-11%	x	3%	x	-20	-7%
27	COC(=O)c1[nH]c2ccccc2c1Sc1ccccc1
    -5%	-15%	-2%	u	-2%	-11%	4	5	u
28	CSc1cccc(NC(=S)N(CCCN2CCCC2)Cc2cccn2Cc2ccc(Cl)cc2)c1
    21µM*	18µM*	u	18µM*	u	11µM*	u	-21	-4%
29	Cc1ccccc1S(=O)(=O)NC(=O)C1(C)CCN1C(=O)Cc1ccccc1Cl (configuration not stated)
    x	19%	29%	12%	x	2%	19	-17	0%
30	Cc1c(N2C(=O)/C(=C/c3ccccc3)SC2=S)c(=O)n(-c2ccccc2)n1C
    19%	u	u	2%	-1%[9.22 µM]	-22%	-27	1	-5%

Next section (two carried over from the part before).
Every second line gives: MCF10A rerep	HT1080NT lethal	HT1080 IDH1KD tx	KB-V1 cytotox	SW480 rereplic	HEK293 tox	IL-1B inflam inh	DRD3 agonist	KB-3-1 cytotox
29	Cc1ccccc1S(=O)(=O)NC(=O)C1(C)CCN1C(=O)Cc1ccccc1Cl (configuration not stated)
    x	19%	29%	12%	x	2%	19	-17	0%
30	Cc1c(N2C(=O)/C(=C/c3ccccc3)SC2=S)c(=O)n(-c2ccccc2)n1C
    19%	u	u	2%	-1%[9.22 µM]	-22%	-27	1	-5%
31	CC(C)CC(N)c1csc(NC(=O)Nc2ccccc2C(C)C)n1 (configuration not stated)
    x	u	u	u	x	u	u	-7	-12%
32	COCCNC(=O)C1(C)CCN(C(=O)c2nc(C)oc2C)C1 (configuration not stated)
    x	12%	1%	4%	x	0%	66	0	12%
33	CCCCOc1ccc(S(=O)(=O)N2CCCCCC2)cc1
    u	0%	-9%	14%	1%	-4%	4	-2	9%
34	O=C(NCCCNC(=O)NC1CCCCC1)NC1CCCCC1
    -21%	14%	-6%	15%	-2%	3%	-1	-14	0%
35	O=C(Cn1cccc1C(=O)c1ccccc1)NCc1ccc(F)cc1
    7%	2%	18%	-13%	-1%	-13%&1%	-3	3&3	8%
36	C=CCn1c(Sc2ccccc2)nc2c1c(=O)[nH]c(=O)n2C
    2%	-2%	-2%	2.3µM*	-1%	-9%	-3	6	7.3µM*
37	CC(C)N(c1ccccc1)c1ccc(NC(=O)[C@@H]2O[C@H](CO)[C@@H](O)[C@H]2O)cc1
    x	21%	0%	2%	x	-5%	10	1	0%
38	CCc1ccc(N(C(=O)CNC(=O)c2cccs2)C(C(=O)NC(C)(C)C)c2cc(OC)c(OC)c(OC)c2)cc1 (configuration not stated)
    u	4%	-6%	-24%	0%	11%	8	1	-1%
39	CSc1ccccc1C(=O)NCCSc1ccc(C)cc1
    1%	11%	1%	-1%	-6%	-7%	26	-9	-1%
40	COc1ccccc1-n1c2nc3ccccc3nc2c2c(=O)n(-c3cc(C)cc(C)c3)cnc21
    23µM*	6%	-1%	u	u	8%	-95*	-18	0%
41	COc1cc(C(=O)NC2(C(F)(F)F)NC(=O)N(CCCc3ccccc3)C2=O)cc(OC)c1OC (configuration not stated)
    19%	-27%	-23%	0%	-1%	-23%	-6	-2	-6%
42	OCCN(Cc1ccccc1)Cc1cccc(Cl)c1Cl
    6%	u	-5%[9.24 µM]	2%	-8%	19%	-14	-5	1%
43	Cc1ccnc(NS(=O)(=O)c2ccc(NC(=O)CC(C)c3ccccc3)cc2)n1 (configuration not stated)
    0%	8%	5%	16%	3%	-1%	30	10	1%
44	O=c1cc(-c2ccccc2)nc(SCc2nc(-c3cccc(C(F)(F)F)c3)no2)[nH]1
    x	x	x	1%	x	0%	x	-17	3%
45	O=C(Nc1ccc(Oc2ccc(C(F)(F)F)cn2)c(Cl)c1)C1CC1
    u	u	u	-5%	-1%	-6%	-29	5	0%
46	COc1ccc(N2C(=O)NC(NC(=O)c3ccncc3)(C(F)(F)F)C2=O)cc1 (configuration not stated)
    -5%	7%	0%	6%	-9%	-6%	3	-3	5%
47	Nc1ccccc1C(=O)NCCCN1CCN(c2cccc(Cl)c2)CC1
    u	9%	-2%	-5%	1%	-2%	u	-10	u
48	COc1ccc(C)cc1S(=O)(=O)N(C)CC(=O)N1CCN(c2ccccc2)CC1
    -16%	7%	8%	-7%	-8%	-1%	-7	2	3%
49	CN(CC(=O)NCc1ccccc1)Cc1ccc(Cl)cc1
    -2%	-2%	0%	-8%	-5%	10%	u	-10	9%
50	C(=NNc1ccc2ccccc2n1)c1ccccn1
    x	18µM*	7.3µM*	-15%	x	u	53	-16	-6%
51	CSc1nnc(NC(=O)CCc2ccccc2)s1
    14%	-7%	5%	10%	0%	-5%	10	12	6%

Quoted from the results shown for reference:
Every second line gives: MCF10A rerep	HT1080NT lethal	HT1080 IDH1KD tx	KB-V1 cytotox	SW480 rereplic	HEK293 tox	IL-1B inflam inh	DRD3 agonist	KB-3-1 cytotox
31	CC(C)CC(N)c1csc(NC(=O)Nc2ccccc2C(C)C)n1 (configuration not stated)
    x	u	u	u	x	u	u	-7	-12%
32	COCCNC(=O)C1(C)CCN(C(=O)c2nc(C)oc2C)C1 (configuration not stated)
    x	12%	1%	4%	x	0%	66	0	12%
33	CCCCOc1ccc(S(=O)(=O)N2CCCCCC2)cc1
    u	0%	-9%	14%	1%	-4%	4	-2	9%
34	O=C(NCCCNC(=O)NC1CCCCC1)NC1CCCCC1
    -21%	14%	-6%	15%	-2%	3%	-1	-14	0%
35	O=C(Cn1cccc1C(=O)c1ccccc1)NCc1ccc(F)cc1
    7%	2%	18%	-13%	-1%	-13%&1%	-3	3&3	8%
36	C=CCn1c(Sc2ccccc2)nc2c1c(=O)[nH]c(=O)n2C
    2%	-2%	-2%	2.3µM*	-1%	-9%	-3	6	7.3µM*
37	CC(C)N(c1ccccc1)c1ccc(NC(=O)[C@@H]2O[C@H](CO)[C@@H](O)[C@H]2O)cc1
    x	21%	0%	2%	x	-5%	10	1	0%
38	CCc1ccc(N(C(=O)CNC(=O)c2cccs2)C(C(=O)NC(C)(C)C)c2cc(OC)c(OC)c(OC)c2)cc1 (configuration not stated)
    u	4%	-6%	-24%	0%	11%	8	1	-1%
39	CSc1ccccc1C(=O)NCCSc1ccc(C)cc1
    1%	11%	1%	-1%	-6%	-7%	26	-9	-1%
